Bioassay records: PubChem BioAssay, several laboratories
BoNT F protease = blocks Botulinum neurotoxin F light chain protease | AID 588497 | hit rate 0.22% among 360,000 | Multiplex microsphere protease cleavage assay, flow cytometry | inhibition, % at 10 µM; in the data active means inhibition above about 35%, passing the limit was not always enough; inconclusive means no clear call, values can overlap the other calls; further: plate controls were buffer without enzyme for full effect and enzyme alone for no effect
PrPC TRFRET = cell surface PrPC inhibition, primary TR-FRET screen. hit rate 0.43% among 370,000. inhibition, % at 13.8 µM. TR-FRET read-out. AID 720596; in the data active means inhibition above about 24%; further: 0% = median of the test wells and 100% = reference compound wells
FadD28 binding = inhibitors of Mycobacterium tuberculosis FadD28 bisubstrate binding; FadD28 bisubstrate probe binding, fluorescence polarization; inhibition, % at 12.5 µM; hit rate 0.22% among 360,000; in the data active means inhibition above about 8.5%, passing the limit was not always enough; inconclusive means no clear call, values can overlap the other calls
BioA inh = BioA (M. tuberculosis) enzyme inhibition; purified M. tuberculosis BioA enzyme, plate reader; inhibition, % at 9.99 µM; hit rate 0.096% among 360,000; in the data active means inhibition above about 40%; inconclusive means no clear call, values can overlap the other calls
Rv3671c protease = inhibitors of M. tuberculosis serine protease Rv3671c | AID 2606 | hit rate 0.048% among 320,000 | inhibition, % at 5.96 µM | P9WHR9; in the data active means inhibition above about 38%;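 further: extracellular domain of Rv3671c used as enzyme; 0% = enzyme with DMSO and 100% = no enzyme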
Target sequence (P9WHR9 whole entry, looked up, the tested form may be a part): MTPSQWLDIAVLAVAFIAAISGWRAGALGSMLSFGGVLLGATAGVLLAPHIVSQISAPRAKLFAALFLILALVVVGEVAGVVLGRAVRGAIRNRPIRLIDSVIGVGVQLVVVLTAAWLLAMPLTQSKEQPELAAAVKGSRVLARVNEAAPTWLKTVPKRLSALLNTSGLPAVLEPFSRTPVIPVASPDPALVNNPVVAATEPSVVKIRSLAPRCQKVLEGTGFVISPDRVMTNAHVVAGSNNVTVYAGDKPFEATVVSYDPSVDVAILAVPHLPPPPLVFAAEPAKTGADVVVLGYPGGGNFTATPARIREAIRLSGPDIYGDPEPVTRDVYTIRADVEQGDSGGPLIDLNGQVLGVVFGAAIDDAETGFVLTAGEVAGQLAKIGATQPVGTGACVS
GDH-TPI counter = counter-screen for M. tuberculosis FBA inhibitors: GDH-TPI coupled enzymes | GDH-TPI coupled enzyme counterscreen, NADH absorbance | inhibition, % at 4.8 µM | hit rate 1.2% among 360,000; in the data active means inhibition above about 30%;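 further: 0% = DMSO wells and 100% = wells lacking the enzyme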
MazEF act = activators of E. coli MazEF toxin-antitoxin RNase. P0AE70. FAM/BHQ RNA-DNA oligo cleavage fluorescence, 5 h. activation, % at 20 µM. hit rate 0.32% among 350,000; in the data active means activation above about 50%
Target sequence (P0AE70 whole entry, looked up): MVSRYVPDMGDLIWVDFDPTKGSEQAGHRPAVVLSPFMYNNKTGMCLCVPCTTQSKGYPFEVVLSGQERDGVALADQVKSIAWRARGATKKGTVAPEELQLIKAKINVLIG
Mtb FBA inh = inhibitors of M. tuberculosis fructose-bisphosphate aldolase | AID 588726 | hit rate 2.3% among 360,000 | P9WQA3 | purified M. tuberculosis FBA, fluorescence read-out | inhibition, % at 1 µM; in the data active means inhibition above about 27%;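 further: 0% = vehicle and 100% = reference inhibitor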
Target sequence (P9WQA3 whole entry, looked up): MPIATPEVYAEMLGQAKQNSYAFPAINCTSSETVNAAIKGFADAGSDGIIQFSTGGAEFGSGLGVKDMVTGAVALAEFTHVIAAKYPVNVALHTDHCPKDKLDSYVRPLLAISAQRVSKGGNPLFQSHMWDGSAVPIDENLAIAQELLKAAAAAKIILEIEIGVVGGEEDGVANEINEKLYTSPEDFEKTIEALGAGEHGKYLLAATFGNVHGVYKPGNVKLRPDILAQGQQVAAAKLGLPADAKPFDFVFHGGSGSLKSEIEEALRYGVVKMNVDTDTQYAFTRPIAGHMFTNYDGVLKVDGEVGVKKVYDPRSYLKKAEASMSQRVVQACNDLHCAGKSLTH
Mtb UGM inh = blocks M. tuberculosis UGM enzyme | P9WIQ1 | purified UGM, fluorescence polarization probe displacement | inhibition, % at 10 µM | hit rate 0.06% among 320,000 | AID 504406; in the data active means inhibition above about 10%, passing the limit was not always enough; inconclusive means no clear call, values can overlap the other calls
* marks the source's active call; other numbers are inactive results; ? = inconclusive; / = no result given.

SMILES | BoNT F protease | PrPC TRFRET | FadD28 binding | BioA inh | Rv3671c protease | GDH-TPI counter | MazEF act | Mtb FBA inh | Mtb UGM inh
Cc1cc(C)c(NC(=O)CSc2ccc(-c3ccccn3)nn2)c(C)c1 | 0 | -1 | -1.9 | -1.4 | 2 | 1 | 2 | 1 | -2.2
CCN(CC)S(=O)(=O)c1ccc(N=NC2=C(O)CC(C)(C)CC2=O)cc1 | -4 | 7 | 0.8 | -2.7 | -2 | 16 | 8 | -5 | 4.1
Cn1c(SCc2cccc(C#N)c2)nc2ccccc2c1=O | -30 | 6 | -1.1 | 3.8 | 1 | 5 | 9 | 29* | 0.5
CC(=O)c1ccc(S(=O)(=O)N2CCc3ccccc3C2)cc1 | / | 0 | -1.7 | -0.3 | -2 | 2 | 3 | -1 | 0.0
O=C1C2CCCN2C(c2cccnc2)N1c1nccs1 (stereo not given) | 7 | 5 | -2.8 | -2.6 | 1 | 7 | 11 | -4 | 0.4
C=CCN1C(=O)N(c2ccc(Cl)cc2)C(=O)C1CC(=O)Nc1ccc(F)cc1 (stereo not given) | -4 | 5 | -1.0 | / | -2 | -11 | 2 | -4 | 0.8
COc1ccc(/C=C/C(=O)O/N=C(\N)c2ccccn2)cc1OC | -10 | -5 | 0.0 | -2.5 | -5 | 45* | -12 | 4 | -0.4
CCc1ccc(CN(C)C(=O)C2CCC(=O)N(CC3CCCCC3)C2)cc1 (stereo not given) | 2 | 4 | -1.2 | 1.0 | 2 | 1 | -6 | -1 | 1.2
Oc1ccc2ccccc2c1CN1CCCC1 | -12 | 0 | -2.9 | -0.3 | -5 | -6 | 4 | 11 | 2.7
CN(O)C(=O)Nc1ccc([N+](=O)[O-])cc1 | -8 | 0 | -2.4 | / | -8 | 7 | 7 | 4 | -1.7
CC1CCCCN1CCNC(=O)C1CCN(S(=O)(=O)c2cccc3nsnc23)CC1 (stereo not given) | 2 | -49 | -0.5 | 1.4 | -3 | 7 | -20 | 0 | 0.5
COc1cc2c(cc1OC)C(CSc1ccccc1C(=O)O)=NC(C)(C)C2 | 1 | 0 | -0.4 | / | -9 | 2 | -8 | -2 | -0.8
O=C(Nc1ccc(NC(=S)NC(=O)C(c2ccccc2)c2ccccc2)cc1)c1ccccc1 | ? | -1 | 0.2 | -2.3 | -154 | 19 | 3 | -2 | 0.1
Cc1cc(Cl)ccc1OCC(=O)NCC(=O)N/N=C/c1ccco1 | -1 | -9 | -3.3 | / | -6 | -2 | 2 | -3 | 0.3
O=C(Nc1c(-c2ccccc2)nc2ccccn12)c1cccc(F)c1 | 36* | -1 | -1.5 | 0.9 | -10 | -5 | 2 | 0 | 2.5

12 of the compounds above, as comma-separated lines.
Molecule,BoNT F protease,PrPC TRFRET,FadD28 binding,BioA inh,Rv3671c protease,GDH-TPI counter,MazEF act,Mtb FBA inh,Mtb UGM inh
Cc1cc(C)c(NC(=O)CSc2ccc(-c3ccccn3)nn2)c(C)c1,0,-1,-1.9,-1.4,2,1,2,1,-2.2
CCN(CC)S(=O)(=O)c1ccc(N=NC2=C(O)CC(C)(C)CC2=O)cc1,-4,7,0.8,-2.7,-2,16,8,-5,4.1
Cn1c(SCc2cccc(C#N)c2)nc2ccccc2c1=O,-30,6,-1.1,3.8,1,5,9,29*,0.5
CC(=O)c1ccc(S(=O)(=O)N2CCc3ccccc3C2)cc1,/,0,-1.7,-0.3,-2,2,3,-1,0.0
O=C1C2CCCN2C(c2cccnc2)N1c1nccs1 (stereo not given),7,5,-2.8,-2.6,1,7,11,-4,0.4
C=CCN1C(=O)N(c2ccc(Cl)cc2)C(=O)C1CC(=O)Nc1ccc(F)cc1 (stereo not given),-4,5,-1.0,/,-2,-11,2,-4,0.8
COc1ccc(/C=C/C(=O)O/N=C(\N)c2ccccn2)cc1OC,-10,-5,0.0,-2.5,-5,45*,-12,4,-0.4
CCc1ccc(CN(C)C(=O)C2CCC(=O)N(CC3CCCCC3)C2)cc1 (stereo not given),2,4,-1.2,1.0,2,1,-6,-1,1.2
Oc1ccc2ccccc2c1CN1CCCC1,-12,0,-2.9,-0.3,-5,-6,4,11,2.7
CN(O)C(=O)Nc1ccc([N+](=O)[O-])cc1,-8,0,-2.4,/,-8,7,7,4,-1.7
CC1CCCCN1CCNC(=O)C1CCN(S(=O)(=O)c2cccc3nsnc23)CC1 (stereo not given),2,-49,-0.5,1.4,-3,7,-20,0,0.5
COc1cc2c(cc1OC)C(CSc1ccccc1C(=O)O)=NC(C)(C)C2,1,0,-0.4,/,-9,2,-8,-2,-0.8

The listing continues.
SMILES | BoNT F protease | PrPC TRFRET | FadD28 binding | BioA inh | Rv3671c protease | GDH-TPI counter | MazEF act | Mtb FBA inh | Mtb UGM inh
CC(=O)c1sc(NC(=O)c2ccc(Br)o2)nc1C | 4 | 0 | -0.7 | -1.0 | -3 | 25 | 1 | 2 | -3.3
Cc1cc(Cl)ccc1NC(=O)/N=C1/NC(=O)CS1 | 2 | -1 | -0.7 | / | / | / | / | 1 | /
Cc1nc2sc(C(N)=O)c(N)c2c(C)c1CC(=O)c1ccccc1 | -2 | -21 | -0.8 | 27 | -6 | 7 | 4 | 0 | 1.6
O=C(CCCN1C(=O)c2cccc3cccc(c23)C1=O)N1CCN(Cc2ccc3c(c2)OCO3)CC1 | -7 | -21 | -3.6 | 2.1 | -20 | 6 | 7 | 10 | 1.0
CCc1cc(=O)oc2cc(C)cc(OCC(=O)NC(Cc3ccc(Cl)cc3)C(=O)O)c12 (stereo not given) | 3 | 7 | -3.9 | 0.2 | -2 | 2 | -14 | 61* | 0.9
COc1ccc2c(c1O)-c1cccc3c1[C@@H](C2)N(C)CC3 | -4 | -3 | -2.0 | -0.2 | 0 | 5 | 9 | 18 | -2.0
CCn1c(C)cc2c(c1=O)C(c1ccccc1)C(C(=O)OC)=C(N)O2 (stereo not given) | -1 | 7 | -3.9 | -1.1 | -11 | 6 | -3 | 4 | -1.3
Cc1ccc(S(=O)(=O)N2CCOCC2)cc1C(=O)NCCN1C(=O)S/C(=C\c2ccccc2Cl)C1=O | -3 | 4 | 0.8 | / | -5 | 21 | 1 | -3 | 0.9
CCC(=O)Nc1cccc(NC(=O)c2ccc(Br)cc2)c1 | 3 | -9 | -1.9 | / | -7 | 11 | 4 | 1 | 1.0
CCOC(=O)c1oc2cc(C)cc(C)c2c1C | 4 | 4 | 0.1 | / | 5 | -5 | -5 | -2 | -2.4
CCCCNC(=O)CSc1nnc(-c2ccco2)n1C | -18 | -4 | -1.2 | 1.0 | 6 | 11 | 4 | 4 | -2.5
COc1ccc(OC)c(CNS(=O)(=O)c2cc(-c3cc(C)no3)ccc2OC)c1 | -5 | 3 | 0.0 | 1.4 | -11 | 3 | 4 | 1 | 0.1
O=C(c1ccc(Cn2cc(Br)cn2)o1)N1N=C(C(F)F)CC1(O)C(F)F (stereo not given) | -2 | / | -3.0 | 2.9 | 3 | -10 | -2 | 3 | -1.1
O=C(N/N=C/c1ccc2c(c1)OCO2)c1cccc2ccccc12 | 2 | 6 | -0.8 | -0.4 | -15 | 11 | 4 | 1 | -1.9
CC1=C(C(=O)Nc2ccccn2)C(c2ccc(F)cc2)n2ncnc2N1 (stereo not given) | -6 | -2 | -1.7 | / | -7 | 16 | -4 | 0 | -1.2
CC(=O)c1ccc(OCC(=O)Nc2cccc(S(=O)(=O)N3CCCC3)c2)cc1 | -2 | 11 | / | 1.2 | -1 | 0 | -4 | 3 | -0.6
CC1(C)SC(=S)N(NC(=O)Nc2ccccc2)C1N(O)C(=O)Nc1ccccc1 (stereo not given) | -11 | -7 | -4.2 | -0.8 | -10 | -3 | 4 | -7 | 3.1
CC(=O)c1cccc(NC(=O)/C(=C\c2ccco2)NC(=O)c2ccco2)c1 | -5 | 0 | -3.1 | 0.7 | -1 | 30 | 15 | -1 | 2.5
O=C(Cn1c(=O)oc2ccccc21)Nc1ccccc1C(F)(F)F | 4 | -4 | -0.2 | -1.8 | 5 | -7 | 8 | 1 | 0.4
Cc1ccc(Cl)cc1N1CCN(C(=O)C(=O)N2CCCCC2)CC1 | -7 | 13 | -0.3 | 3.4 | 6 | 6 | 1 | 4 | -0.5
C=CCn1c(-c2ccccc2OCC)n[nH]c1=S | -6 | -3 | -0.8 | -1.7 | 6 | -3 | -1 | 2 | 2.6
COc1ccc(-c2nn(-c3ccccc3)cc2/C=C\C(=O)Nc2ccc(C(=O)O)cc2)cc1 | 5 | -2 | -40 | 2.7 | -173 | 30 | -7 | -2 | 0.5
CN(C)C(=O)N1CCCC(C(=O)NCc2cccs2)C1 (stereo not given) | -16 | -2 | -0.7 | -1.9 | 3 | 7 | -1 | 2 | 2.4
O=S(=O)(NCC(c1ccco1)N1CCc2ccccc2C1)c1ccc(Br)cc1 (stereo not given) | / | -2 | -8.1 | -0.9 | -13 | 5 | -7 | 1 | 0.5
O=C(COc1ncnc2ccccc12)NC(=O)NCc1ccccc1 | 18 | -3 | -1.4 | -0.4 | -6 | 7 | 2 | 2 | -3.3
CC1=CC(C)(C)Nc2cc(C)c(C)cc21 | -19 | 2 | 0.5 | -3.1 | -4 | 1 | 6 | 0 | 1.1
Cc1ccc(Oc2ccc(Cl)cc2N)cc1 | -4 | -7 | -3.5 | / | 1 | -6 | -7 | -2 | 1.0
COc1ccccc1Cc1c(-c2ccc(C)cc2)nc2ccc(Br)cn12 | -10 | -2 | -3.4 | -1.3 | / | / | / | 1 | /
COc1cc(C(=O)NCC(c2ccco2)N(C)C)cc(OC)c1OC (stereo not given) | -13 | -7 | -1.9 | / | -1 | -1 | 5 | 3 | 0.9
COc1ccc(OCC(=O)N/N=C/C(C)=C/c2ccco2)c(Br)c1 | 2 | -5 | -0.3 | -2.6 | -20 | 29 | 0 | 1 | 7.0
Cc1ccc(NC(=O)NCCCc2ccccc2)cc1 | -2 | 13 | -2.8 | / | -2 | 1 | 1 | -3 | 2.5
CCNC(=O)NNC(=O)C1CC(c2cccs2)=NO1 (stereo not given) | 8 | -3 | -0.2 | -1.1 | -6 | 5 | -21 | 0 | -3.4
CC(Sc1nc2ccccc2c(=O)n1CCc1ccc(S(N)(=O)=O)cc1)C(=O)NC(N)=O (stereo not given) | -5 | -6 | / | -0.8 | 3 | 3 | 4 | -1 | 2.1
COc1ccc(C)cc1NC(=O)c1cnc2n(c1=O)CCS2 | -13 | 5 | -2.9 | -1.0 | 2 | 27 | 11 | 2 | -0.8
CCn1c(/C=C\c2ccccc2C)nc2ccccc2c1=O | -6 | -1 | -5.4 | 2.5 | -11 | 11 | 0 | -7 | -3.7
O=[N+]([O-])c1ccccc1/C=C/CN1CCCC(CO)C1 (stereo not given) | ? | -16 | -0.6 | -0.5 | 0 | -2 | 10 | 2 | 1.3
CC(C)NC(=O)NC(=O)COC(=O)/C=C/c1ccccc1[N+](=O)[O-] | 4 | 0 | -1.7 | -1.2 | 8 | 5 | -1 | 3 | 4.1
COc1ccc(COC(=O)c2cc(S(=O)(=O)N3CCCCC3)ccc2N2CCOCC2)cc1 | / | 5 | -0.8 | -0.8 | 3 | 15 | 4 | 1 | 2.5
Cc1ccc(-c2ccc(=O)n(Cc3ccc(F)cc3Cl)n2)cc1 | 2 | 4 | -0.7 | 0.1 | / | -7 | -7 | 0 | 2.3
CCCCSCCCNC(=O)c1ccc2c(c1)N(CC)C(=O)c1ccccc1S2=O (stereo not given) | 13 | 6 | -4.9 | 0.9 | -11 | -1 | 5 | 1 | 1.2
CC1(C(=O)Nc2cnc3ccccc3c2)CCN1C(=O)CCc1ccccc1 (stereo not given) | -6 | -2 | -1.9 | 0.8 | / | 0 | / | -3 | /
CC(C)CCN1CCN(Cc2ccoc2)CC1CCO (stereo not given) | -9 | 8 | -1.3 | 0.8 | 4 | 5 | 5 | 2 | 4.2
